# Screening data from PubChem BioAssay.
# HT1080 IDH1KD tx: HT-1080 IDH1 knockdown cell toxicity (counter line); hit rate 2% among 360,000; Potency, µM (highest dose often 46.1 µM), for the others: at the highest dose activity, negative = toxicity, actives largely listed as cytotoxic; AID 686971; HT-1080 IDH1 knockdown viability, ATP luminescence, 48 h;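 further: potency means the concentration at half of the fitted maximal effect; 0% = DMSO wells and -100% = cell-free medium wells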
#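 IDH1KD HT-1080 cells, 750/well, RPMI + 5% FBS; compound pinned after 2 h settling; 48 h, 37 °C; CellTiter-Glo luminescence; % activity normalised to DMSO and no-cell wells; curves fitted, classed by r2 and efficacy.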
# D3 ag: agonists of human D3 dopamine receptor; P35462; D3R DiscoveRx beta-arrestin cells, luminescence, 90 min; max activation, %; hit rate 0.58% among 410,000; AID 652048; in the data active means max activation above about 30%; further: 0% is about no effect; mostly tested at two doses, the higher about 12 µM
# Target sequence (P35462 whole entry, looked up): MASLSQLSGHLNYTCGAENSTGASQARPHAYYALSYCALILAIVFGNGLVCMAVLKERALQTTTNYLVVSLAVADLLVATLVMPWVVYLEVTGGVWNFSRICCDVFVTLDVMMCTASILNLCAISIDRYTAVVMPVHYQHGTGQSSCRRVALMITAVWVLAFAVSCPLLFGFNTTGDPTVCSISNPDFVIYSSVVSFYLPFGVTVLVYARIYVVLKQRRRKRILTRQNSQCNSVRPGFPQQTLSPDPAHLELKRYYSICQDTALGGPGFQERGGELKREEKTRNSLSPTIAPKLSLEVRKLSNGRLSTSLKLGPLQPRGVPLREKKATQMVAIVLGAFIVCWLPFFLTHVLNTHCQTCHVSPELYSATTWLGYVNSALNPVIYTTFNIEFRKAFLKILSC
#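 Agonist mode: compounds and dopamine controls were applied to plated cells for 90 min at 37 degrees C after an overnight attachment at 1500 cells/well. Luminescent read-out followed 30 - 60 minutes at room temperature with DiscoveRx detection reagent.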
# KB-3-1 cytotox: KB-3-1 parental cell cytotoxicity; AID 1347075; hit rate 1.4% among 400,000; Potency, µM (top dose mostly 46.1 µM), for the others: top-dose activity change, negative = cytotoxic, hits mostly cytotoxic; KB-3-1 viability, CellTiter-Glo ATP luminescence, 72 h; further: potency means the concentration at half of the fitted maximal effect; on the % scale 0 is the no-effect control and ±100 the full control effect; nearly all actives have a fitted effect of over 60% in size
#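 Cells are dispensed, compounds pinned in, plates held at 37 °C for 72 h, then CellTiter-Glo is added and luminescence read after 10 minutes. Cell line: parental KB-3-1 in phenol-red-free DMEM, 10% FBS.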
# IL-1B inflam inh: inhibitors of inflammasome signaling (IL-1 beta secretion). activity change, % at 57.5 µM. hit rate 4.7% among 360,000. THP-1 LPS/ATP IL-1B secretion, AlphaLISA, 16 h; stronger effect = lower value; in the data active means activity change below about -50%; inconclusive means mostly about -30% to -49%; further: on the % scale 0 is the no-effect control and ±100 the full control effect
#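 Secreted IL-1B measured by AlphaLISA bead assay after 16 h compound exposure of THP-1 cells; compounds (final up to 57.5 uM) added 1 h before LPS (250 ng/mL) and ATP (1.25 mM) stimulation; lower signal means less secretion.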
# GLP-1R agonist: GLP-1 receptor (human) agonism | HEK293 GLP-1R CRE-luciferase, luminescence, 4-6 h; cells express a hypersensitive GLP-1R form | Potency, µM (series often up to 45.6 µM), without a hit: top-dose activation, usual class: activators | hit rate 0.007% among 380,000 | AID 624172; further: potency means the concentration at half of the fitted maximal effect; % of control where 0% means no effect
# Target sequence (P43220 whole entry, looked up): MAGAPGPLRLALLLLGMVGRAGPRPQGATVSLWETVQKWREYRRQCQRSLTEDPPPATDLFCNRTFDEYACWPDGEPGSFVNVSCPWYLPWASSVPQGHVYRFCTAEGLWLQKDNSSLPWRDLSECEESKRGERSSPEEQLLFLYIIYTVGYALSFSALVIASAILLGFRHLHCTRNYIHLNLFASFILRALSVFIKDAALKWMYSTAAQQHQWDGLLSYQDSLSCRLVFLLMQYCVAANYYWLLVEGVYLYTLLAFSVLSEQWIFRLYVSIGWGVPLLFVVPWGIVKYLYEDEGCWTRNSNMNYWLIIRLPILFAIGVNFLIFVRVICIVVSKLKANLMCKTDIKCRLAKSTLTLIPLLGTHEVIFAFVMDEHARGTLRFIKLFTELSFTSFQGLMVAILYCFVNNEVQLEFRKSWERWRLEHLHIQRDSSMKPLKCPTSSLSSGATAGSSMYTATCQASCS
# HT1080-NT tox: kills 2HG-producing HT-1080-NT fibrosarcoma cells; HT-1080-NT fibrosarcoma viability, CellTiter-Glo ATP luminescence, 48 h; Potency, µM (highest dose often 46.1 µM), inactives show top-dose activity, negative = less viability, actives largely listed as cytotoxic; hit rate 1.6% among 360,000; AID 686970;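 further: NT is the 2HG producing partner of a matched IDH1 knockdown line; potency means the concentration at half of the fitted maximal effect; 0% = DMSO-treated cells and -100% = media-only wells without cells; nearly all actives have a fitted effect of over 55% in size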
#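 HT-1080-NT fibrosarcoma cells (2HG-overproducing), 750 cells/well in RPMI with 5% FBS, dosed after 2 h and incubated 48 h at 37C. CellTiter-Glo luminescence normalized to DMSO and no-cell wells; concentration-response curves fitted and classed.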
# DRD3 antagonist: blocks the human D3 dopamine receptor; P35462; max response, negative = inhibition, %; hit rate 2.5% among 360,000; D3R cells, DiscoveRx beta-arrestin luminescence, antagonist mode; stronger effect = lower value; in the data active means max response below about -50%; inconclusive means no clear call, values can overlap the other calls; further: on the % scale 0 is the no-effect control and ±100 the full control effect; mostly tested at two doses, the higher about 12 µM
#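 Cells plated overnight at 1500 cells/well, then exposed to library compounds with dopamine controls for 90 minutes at 37 degrees C. DiscoveRx reagent added for 30–60 minutes at room temperature; luminescence read, quantitative HTS format.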
# SW480 rereplic: DNA re-replication induction in SW480 cells; hit rate 1.8% among 340,000; Potency, µM (highest dose often 46.1 µM), for the others: top-dose re-replication activation, most hits filed as activators; AID 624297; SW480 DNA re-replication, Hoechst DNA content imaging, 48 h; further: potency means the concentration at half of the fitted maximal effect; % of control where 0% means no effect; nearly all actives have a fitted effect of over 55% in size
#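 First, 250 cells per well were seeded. Next, compound or vehicle (23 nL) was pinned in, plates sat 48 hr at 37 C. Finally Hoechst was added for 40 min before fluorescence scanning.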
# KB-V1 cytotox: KB-V1 MDR subline cytotoxicity | KB-V1 MDR cells viability, CellTiter-Glo, 72 h | Potency, µM (titrated, usually from 46.1 µM), for inactives: at the highest dose activity change, negative = cytotoxicity, hits mostly cytotoxic | hit rate 3.4% among 400,000; further: potency means the concentration at half of the fitted maximal effect; on the % scale 0 is the no-effect control and ±100 the full control effect; nearly all actives have a fitted effect of over 60% in size
#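 Luminescent ATP read-out (CellTiter-Glo, 10 min) measures survival of drug-selected KB-V1 MDR cells after 72 h, 37 degrees C compound exposure. Medium: phenol-red-free DMEM, 10% FBS. Values from fitted concentration-response curves.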
# Active calls of the source: *; ? = inconclusive; nt = no result given; & = joins results of further samples; [ ] = dose if it differs, or a comment. Unless noted, the call rests on the fitted dose curve; in most records, active means well fitted curve in the direction sought with a large enough effect; inconclusive means small, poorly fitted or top-dose-only effect, or another doubt; inactive means no such curve, though single readings can be large; an effect the other way counts as inactive or inconclusive.
# Every second line gives: D3 ag, DRD3 antagonist, IL-1B inflam inh, GLP-1R agonist, KB-V1 cytotox, SW480 rereplic, HT1080-NT tox, KB-3-1 cytotox, HT1080 IDH1KD tx
1. NC(=O)c1ccc(NC(=O)COC(=O)CCCN2C(=O)c3cccc4cccc(c34)C2=O)cc1
 : -3, -3, -1, 20%, 0%, -7%, 14%, -1%, 0%
2. CCS(=O)(=O)N1Cc2ccccc2CC1C(=O)Nc1nc2ccc(C)cc2s1 (stereo not drawn)
 : -6, -13, 0, 3%, 7.3µM*, -215%[inhibitor], ?, ?, -18%
3. CC(=O)OC[C@@H]1CN(Cc2ccccc2)C[C@H](n2cnc3c(NC(C)C)ncnc32)O1
 : -13, -2, 19, 21%, 2%, nt, 23%, 0%, 8%
4. COc1ccc(N(CC(=O)NC2CC3CCC2C3)S(=O)(=O)c2ccc(C)cc2)cc1OC (stereo not drawn)
 : -11, -28, 0, 8%, -15%, 3%, -15%, 2%, -3%
5. COc1ccc(-c2ocnc2C(=O)NCc2nn(-c3ccccc3)nc2C)cc1
 : 28, 37, -3, 5%, ?, 0%, ?, 0%, 16µM*
6. COC(=O)c1ccc(-n2nnnc2SCC(=O)N2CCCCC2)cc1
 : -7, 18, -12, 1%, 21µM*, 8%, -5%, -4%, -15%
7. COc1c(F)c(F)c(C(=O)Nc2ccc(N3CCN(C(C)=O)CC3)c(Cl)c2)c(F)c1F
 : -15, -16, -4, 8%, -28%, 15%, -26%, -21%, -24%
8. CCOc1ccccc1OCCCC(=O)Nc1ccc(OC)nc1
 : -5, -3, 13, -7%, -1%, -5%, 2%, 1%, 6%
9. C#CC(C)OC(=O)C(C)NC(=O)c1ccccc1 (stereo not drawn)
 : -24, 0, -4, 6%, 1%, 0%, 13%, 30%, 9%
10. O=S1(=O)CC(N2CCCC2)CN1C1CCCC1 (stereo not drawn)
 : 9, 14, 20, 2%, -4%, nt, 16%, 0%, 18%
11. Cc1cccnc1NC(=O)c1ccc(Cl)c(S(=O)(=O)N2CCCCCC2)c1
 : -6, -17, 0, 10%, ?, 6%, ?, ?, ?
12. CCOc1cccc2cc(C(=O)NCc3ccc(Cl)cc3)c(=N)oc12
 : 5, -5, -65*, -1%, nt, -2%, -12%, nt, 0%
13. CC1(CCc2ccccc2)NC(=O)N(CC(=O)Nc2ccc(S(N)(=O)=O)cc2)C1=O (stereo not drawn)
 : 8, 7, -14, 2%, 6%, -3%, -1%, 2%, 2%
14. Cc1onc(-c2ccccc2)c1C(=O)N1CCCC(C(F)(F)F)C1 (stereo not drawn)
 : 1, -9, 5, -1%, -6%, -5%, 16%, 0%, 9%
15. CCCCC1CC2=C(C(=O)OC(C)(C)O2)C(c2ccc(Cl)cc2)O1 (stereo not drawn)
 : 4, 5, 0, -5%, -4%, nt, -26%, 0%, -21%
16. Cc1ccc2c3c(cccc13)-c1ccccc1C2=O
 : 6, 3, -20, 11%, ?, 2%, -3%, -1%, -21%
17. CS(=O)(=O)N(Cc1nc2sc3c(c2c(=O)[nH]1)CCCC3)C1CCCCC1
 : -2, 15, 10, -7%, 16µM*, 0%, 2%, ?, 4%[9.24 µM]
18. CCCNc1nc2c(c(=O)n(C)c(=O)n2C)n1CCCc1ccccc1
 : 5, 44, 2, 6%, 0%, -16%, 4%, ?, -1%
19. COc1cccc(CN2CCSCC2)c1
 : -6, -19, 8, 1%, 22%, -3%, 1%, 7%, -2%
20. C/C=C(/C)C(=O)Nc1cccc(C2=NOC3(C2)C[C@@H](C(N)=O)N(C(=O)CC)C3)c1 (stereo partly drawn)
 : 11, 0, -5, 6%, 25%, -22%, 2%, 1%, 1%
21. CC(=O)Nc1ccc(S(=O)(=O)N2CCCC2)cc1
 : -5, 13, -5, -5%, 7%, -9%, 0%, 2%, 8%
22. CC(C)(C)c1ccc(CC(=O)N2CCC2(C)C(=O)O)cc1 (stereo not drawn)
 : 6, -20, 2, 2%, 6%, nt, 14%, 0%, 4%
23. COc1ccc(CNCCC2(C(C)C)CCOC(C)(C)C2)cc1 (stereo not drawn)
 : -5, 34, 10, 8%, -5%, 9%, -3%, 0%, -1%
24. Cc1ccc(-c2nnn(CC(=O)Nc3ccccc3-c3ccccc3)n2)c(-n2cnnn2)c1
 : -12, 0, 0, 1%, 0%, 1%, -9%, -2%, -13%
25. COc1cc(NC(=O)CN(C)S(=O)(=O)c2ccc3c(c2)CC(C)N3C(C)=O)cc(OC)c1OC (stereo not drawn)
 : -3, 14, 1, -4%, 1%, -17%, -2%, -10%, -1%
26. CCc1cccc(Nc2cnn(C34C[C@@H]5C[C@@H](CC(CC(=O)O)(C5)C3)C4)c(=O)c2Cl)c1
 : -4, 5, -17, 6%, 2%, -5%, ?, 29%, -12%
27. COc1ccc(NC(=O)C2CCCN2S(=O)(=O)c2cccc3cccnc23)cc1OC (stereo not drawn)
 : 6&12, 18, 17, 20%, 8%, -23%, 7%, -4%, 3%
28. CC(C)(C)CC(C)(C)NCC(O)COc1ccc2c(c1)CCC2 (stereo not drawn)
 : 3, -63*, -75*, -4%, ?, ?, 21µM*, 21µM*, ?
29. COc1cc(C)nc(NC(=O)NC(=O)c2ccc(C(F)(F)F)cc2)n1
 : 1, -6, 4, 3%, 15%, 17%, 7%, 8%, 11%
30. CCCn1ncc(CN2CCC(Oc3ccc(C(=O)N4CCCC4)cc3)CC2)c1C
 : -12, -3, -3, 1%, -9%, 3%, 5%, 10%, 8%
31. Oc1ccc(C[C@H]2CNC(=S)N2CC2CCCN2C[C@H](Cc2ccccc2)N2C[C@H](Cc3ccc(O)cc3)N(CCc3ccccc3)C2=S)cc1 (stereo partly drawn)
 : 4, -17, ?, 1%, ?, -1%, -20%, ?, ?
32. COCCNC(=S)N1CCC(c2nc(-c3ccc(N(C)C)cc3)no2)CC1
 : -3, 0, 53, 0%, -1%, -18%, 0%, -5%, 1%
33. O=C(c1nn(Cc2ccccc2)c(=O)c2ccccc12)N1CCN(C/C=C/c2ccccc2)CC1
 : 3, -6, -28, 15%, ?, ?, ?, ?, ?
34. CN1CCN(C(=O)C(=O)c2cn(CC(=O)N3CCCCCC3)c3ccccc23)CC1
 : -5, -23, -8, -6%, -13%, nt, 0%, 3%, 1%
35. COc1ccc(C(=O)NCCNC(C)=O)cc1S(=O)(=O)NCc1ccc(Cl)cc1
 : 1, ?, 25, -2%, 22%, -36%[inhibitor], 7%, 0%, 7%
36. Cc1c(C)c2c(OCC(=O)O)cc3c(c2oc1=O)CCC(C)(C)O3
 : 5, 0, 3, -2%, 4%, 7%, 3%, 6%, -5%
37. COc1ccc(C=Nc2cccnc2N)cc1
 : 5, 1, -16, 8%, ?, 0%, -1%, 0%, -8%
38. O=C1C(Oc2ccccc2)C(c2ccc3c(c2)OCO3)N1CCc1ccc(F)cc1 (stereo not drawn)
 : -11, 0, -8, -2%, -22%, 1%, -6%, -4%, -7%
39. CC(=O)Nc1ccc(C(=O)COC(=O)CN2C(=O)NC3(CCCCC3C)C2=O)cc1 (stereo not drawn)
 : 0, ?, 0, 1%, 2%, 10%, -1%, 2%, 1%
40. O=C(Nc1sc2c(c1C(=O)NCc1ccco1)CCCC2)c1ccc2c(c1)OCO2
 : -3, 23, -6, -5%, 15µM*, 2%, 10%, 10%, -4%
41. COc1cccc(/C=N/NC(N)=S)c1OS(=O)(=O)c1ccccc1
 : -6, -10, 18, 0%, -11%, -2%, -5%, -1%, -1%
42. Cc1ccc(CNC(=O)c2nnn(CC(=O)Nc3cc(C)cc(C)c3)c2N)cc1
 : 2, 7, 20, 5%, 5%, -5%, -20%, -4%, -19%
43. Cc1cnc(C(=O)OC(C)C(=O)NC2CCCc3ccccc32)cn1 (stereo not drawn)
 : 1, -14, 11, 7%, 16%, -519%[inhibitor], 4%, -1%, 9%
44. CC1CCN(C(=O)CSc2nnc(N)s2)CC1
 : -5, -15, 61, -3%, 3%, -1%, 5%, 13%, 4%
45. C=CCC[C@H](Cc1ccc(F)cc1)C(=O)OC[C@@H](Cc1c[nH]c2ccccc12)NC(=O)[C@@H](CC=C)CC(=O)N[C@H](CO)Cc1ccccc1
 : 20, 3, -22, 0%, -19%, -1%, -4%, 4%, -10%

# Filtered by structure: those above with a Cl atom.
# Every second line gives: D3 ag, DRD3 antagonist, IL-1B inflam inh, GLP-1R agonist, KB-V1 cytotox, SW480 rereplic, HT1080-NT tox, KB-3-1 cytotox, HT1080 IDH1KD tx
7. COc1c(F)c(F)c(C(=O)Nc2ccc(N3CCN(C(C)=O)CC3)c(Cl)c2)c(F)c1F
 : -15, -16, -4, 8%, -28%, 15%, -26%, -21%, -24%
11. Cc1cccnc1NC(=O)c1ccc(Cl)c(S(=O)(=O)N2CCCCCC2)c1
 : -6, -17, 0, 10%, ?, 6%, ?, ?, ?
12. CCOc1cccc2cc(C(=O)NCc3ccc(Cl)cc3)c(=N)oc12
 : 5, -5, -65*, -1%, nt, -2%, -12%, nt, 0%
15. CCCCC1CC2=C(C(=O)OC(C)(C)O2)C(c2ccc(Cl)cc2)O1 (stereo not drawn)
 : 4, 5, 0, -5%, -4%, nt, -26%, 0%, -21%
26. CCc1cccc(Nc2cnn(C34C[C@@H]5C[C@@H](CC(CC(=O)O)(C5)C3)C4)c(=O)c2Cl)c1
 : -4, 5, -17, 6%, 2%, -5%, ?, 29%, -12%
35. COc1ccc(C(=O)NCCNC(C)=O)cc1S(=O)(=O)NCc1ccc(Cl)cc1
 : 1, ?, 25, -2%, 22%, -36%[inhibitor], 7%, 0%, 7%
